Bioassay records: PubChem BioAssay, The Scripps Research Institute Molecular Screening Center
TTR transcr act – TTR transcription activators in neuroblastoma reporter cells, primary screen, cell-based, luminescence, SH-SY5Y, TTR promoter Gaussia luciferase; activation, % at 16.7 µM; AID 1117267, 2014; 100% = recombinant luciferase protein wells; actives 1.3% (n = 92,000);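 active = activation above the mean of all tested compounds plus 3 SD, cut at about 9.5% in these data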;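 also: cells exposed to compounds for one day before reading; 0% = median of all test compound wells on the plate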
* = called active by the depositor; & = joins results of further samples. A portion of the library; rates above refer to the full screens.

SMILES	TTR transcr act
O=C(O)CCc1nn2c3ccccc3nc2n(-c2ccccc2)c1=O	-1.7
CCc1cccc(NC(=O)CCCn2nc(C)c3c(C)n(-c4ccccc4)nc3c2=O)c1	-1.9
CCCSc1ccc([C@H]2N[C@@](C)(C(=O)OC)[C@H]3C(=O)N(C)C(=O)[C@@H]23)cc1	4.4
O=C(O)C1CCCCC1C(=O)N1CCN(S(=O)(=O)c2ccc(F)cc2)CC1 (stereo unspecified)	-0.2
COc1ccccc1Nc1ccc([N+](=O)[O-])cc1N	-1.1
Cc1cccc2c1N(CCOc1ccc(C(C)(C)C)cc1)C(=O)C2=O	-0.4
O=C(CCn1nc(-c2ccc(Cl)cc2)ccc1=O)N1CCN(c2ccccn2)CC1	-3.0
C=CCn1c(N)c(C(=O)OCC)sc1=S	2.3
CCCN1CCN(CCCNC(=S)Nc2ccc3nc(N4CCN(CC)CC4)cc(C)c3c2)CC1	2.2
COc1ccc(N(Cc2cc3ccccc3[nH]c2=O)S(=O)(=O)c2ccc(C)cc2)cc1	-1.8
O=C(c1ccc2c3c(cccc13)CC2)C1CCCN(Cc2ccncc2)C1 (stereo unspecified)	-2.2
O=C(CN1CCCCC1)Nc1scc2c1c(=O)oc1ccccc12	0.0
CCCN(c1nc(C)cc(OC)n1)S(=O)(=O)c1ccccc1	-0.2
NNc1nc(Nc2ccc([N+](=O)[O-])cc2)nc(N2CCCCCC2)n1	-0.7
Cc1ccc2c(c1)N(CC(=O)Nc1ccccc1F)C(=O)CO2	1.4
CCCOc1ccc2c3c(c(=O)oc2c1OCCC)CCCC3	-1.1
CCOC(=O)c1cnc2ccc(OCC)cc2c1NCc1ccccc1	-3.5
O=C(COc1ccc(S(=O)(=O)NC2CCCCC2)cc1)NC1CCCCC1	-0.7
OCc1cccc[n+]1Cc1ccccc1	2.3
Oc1ccc(N=Nc2ccc3c(c2)OCCO3)c(O)c1	0.3
CCOc1cc(C(=O)Nc2cc(C)ccc2C)ccc1OCC(=O)N1CCCCC1	-0.1
Cc1ccc(-n2c(=O)c3sccc3n(CC(=O)NC3CCCC3)c2=O)cc1	5.2
O=C(CCCCCCCC(=O)N1CCCC1)N1CCCC1	-0.8
COc1ccc(-c2cc(=O)c3ccccc3s2)cc1	0.2
CCOc1ccc(N2C(=O)CSC2=S)cc1	-1.8

In another format: entries from further up.
| SMILES | TTR transcr act |
| --- | --- |
| Oc1ccc(N=Nc2ccc3c(c2)OCCO3)c(O)c1 | 0.3 |
| O=C(CCCCCCCC(=O)N1CCCC1)N1CCCC1 | -0.8 |
| CCCOc1ccc2c3c(c(=O)oc2c1OCCC)CCCC3 | -1.1 |
| COc1ccc(-c2cc(=O)c3ccccc3s2)cc1 | 0.2 |
| O=C(O)C1CCCCC1C(=O)N1CCN(S(=O)(=O)c2ccc(F)cc2)CC1 (stereo unspecified) | -0.2 |
| CCOc1cc(C(=O)Nc2cc(C)ccc2C)ccc1OCC(=O)N1CCCCC1 | -0.1 |

Back to the main list; the four compounds before the break are reprinted first.
SMILES	TTR transcr act
Cc1ccc(-n2c(=O)c3sccc3n(CC(=O)NC3CCCC3)c2=O)cc1	5.2
O=C(CCCCCCCC(=O)N1CCCC1)N1CCCC1	-0.8
COc1ccc(-c2cc(=O)c3ccccc3s2)cc1	0.2
CCOc1ccc(N2C(=O)CSC2=S)cc1	-1.8
CNc1cnn(-c2ccccc2)c(=O)c1Cl	2.9
Cc1cccc(C(=O)OC(C)CN2CCCC2)c1 (stereo unspecified)	2.1
CCOC(=O)c1c(C)[nH]c(C)c1C(=O)COC(=O)c1ccc(O)cc1	-1.4
Cc1ccc(S(=O)(=O)N/N=C(\c2ccccc2)C2CC2)cc1	-0.1
O=C(NC1CCCCC1)C(c1ccnc2ccccc12)n1c(=O)c(-c2cc3ccccc3[nH]2)nc2ccccc21 (stereo unspecified)	0.5
CCn1cc(C(=O)Nc2ccc(OC)c(S(=O)(=O)N3CCCCC3)c2)c(=O)c2ccc(C)nc21	2.0
CC(=O)Nc1ccc(OC(=O)Oc2ccc(NC(C)=O)cc2)cc1	1.0
Nc1c(Br)cc2c([nH]c(=O)c3ccccc32)c1Br	2.6
CC(C)OC(=O)c1c(NS(=O)(=O)c2ccccc2)sc2c1CCCC2	-2.9
CCCCn1cc(C(=O)c2cc(Br)ccc2O)cc(C#N)c1=O	-1.8
COc1cccc(-n2c(=O)n(Cc3ccccc3)c(=O)c3[nH]cnc32)c1	2.9
O=C(CC(NS(=O)(=O)c1ccc(Cl)cc1)c1ccco1)N1CCc2ccccc21 (stereo unspecified)	-0.4
CNC(=O)c1cccc2cccc(Sc3ccccc3C(=O)O)c12	0.8
O=C(CN1C(=O)COc2ccccc21)NCc1ccccn1	-1.0
COc1ccc(/C=N/Nc2nc(C(=O)O)cs2)cc1	-0.2
Cc1onc(-c2ccccc2)c1C(=O)N1CCN(Cc2ccc3c(c2)OCO3)CC1	-0.1
CCOc1ccc2[nH]cc(C(=O)NCCCN3CCOCC3)c(=O)c2c1	3.1
CCCc1cc(-c2ccc(O)c(OCC)c2)c(C#N)c(N)n1	-1.4
Cc1ccc(CC2CC(=O)N(c3nc4ccccc4n3C)C2=O)cc1 (stereo unspecified)	1.6
CC1=C(C(=O)Nc2ccc(CC(=O)NCc3ccccc3C)cc2)SCCO1	6.5
COCCN(C(=O)COC(=O)CCCc1c[nH]c2ccccc12)c1c(N)n(Cc2ccccc2)c(=O)[nH]c1=O	-0.8
CCCCn1c(SCc2nnc(-c3ccccc3)o2)nc2c1c(=O)n(C)c(=O)n2C	-1.8
FC(F)(F)c1ccc(Cl)c(-n2c(-c3cc(-c4ccco4)[nH]n3)n[nH]c2=S)c1	-2.5
CCOC(=O)N1CCC(NC(=O)c2cccs2)CC1	1.6
CCCOc1ccc(C(=O)NC(=S)NNC(=O)c2c(-c3ccccc3)noc2C)cc1	-1.7

Given with bars between the fields: 2 of the compounds above.
Molecule | TTR transcr act
CCn1cc(C(=O)Nc2ccc(OC)c(S(=O)(=O)N3CCCCC3)c2)c(=O)c2ccc(C)nc21 | 2.0
COc1cccc(-n2c(=O)n(Cc3ccccc3)c(=O)c3[nH]cnc32)c1 | 2.9

Additional records follow.
SMILES	TTR transcr act
Cc1cc(C)n2nc(C(=O)OCC(=O)N(C)C3CCS(=O)(=O)C3)nc2n1 (stereo unspecified)	2.5
CCOC(=O)Cn1c(-c2cccnc2Cl)nc2cc(C)c(C)cc21	-2.4
CC(C)(C)NC(=O)NC(=O)CN1CCCCC1	0.4
CN(C)[C@@H]1CCN(c2cccc3c2S(=O)(=O)N(C2CC2)CCCO3)C1	0.2
COc1ccc(C2CC(c3ccc4ccccc4c3)=NN2C(=O)CSc2ncccn2)cc1 (stereo unspecified)	-2.4
O=C(Nc1ccccc1)N1CCCN(c2ccc(C(F)(F)F)cc2[N+](=O)[O-])CC1	-1.9
C#CCCC(=O)Nc1sc2c(c1-c1nc3ccccc3s1)CCN(C(C)C)C2	-0.1
O=C(COc1cccnc1[N+](=O)[O-])N1CCc2ccccc21	-1.1
CC(=O)Nc1ccc(CN(C)c2c(C)nc3ccc(C(=O)NCCc4ccccn4)cn23)cc1	-0.5
O=C(CSc1nnc(Cc2cc(=O)[nH]c(=O)[nH]2)n1-c1ccc(Cl)cc1)NCC1CCCO1 (stereo unspecified)	0.8
COC(=O)c1ccc(/C=C/C(=O)OCC(=O)NCc2cccs2)cc1	-0.8
COc1ccc(CNCc2cc(C)c(OC)cc2C)c(OC)c1	-1.3
CCN(CC)S(=O)(=O)c1ccc(OC)c(NC(=O)c2ccc(=O)[nH]c2)c1	9.2
COC(=O)C1CSc2[nH]c(=O)sc2C1c1ccc(OC)c(OC)c1 (stereo unspecified)	-0.5
CCc1cccc(OCCOCCN2CCCC2)c1	-0.6
Cc1cccc(N=Nc2c(C)nn(-c3ccccc3)c2N)c1C	2.9
C=CCNC(=S)Nc1cccc2[nH]ncc12	1.0
COc1ccccc1NC(=O)CSc1nc(=O)n2cc(C)ccc2n1	12*
N#CCC(=O)Nc1ccc(C(=O)N2CCN(c3ccccn3)CC2)cc1	-2.6
Cc1cc(=O)c(C(=O)Nc2ccc(N3CCOCC3)cc2N2CCOCC2)nn1-c1ccccc1Cl	0.9
O=C(c1cc2ccccc2o1)N1CCN(S(=O)(=O)c2ccc(Cl)s2)CC1	-2.3
CCCCn1c(N)c(N(CCC(C)C)C(=O)CCCc2nc3ccccc3s2)c(=O)[nH]c1=O	1.2
Cc1ccc(-c2cc(C(=O)N/N=C/c3c(C)nn(C)c3C)c3ccccc3n2)cc1C	-2.6
COc1cc(CN2CCSCC2)cc(OC)c1OC	-1.2
COC(=O)c1ccc(NC(=O)CNC(=O)C2CCCCC2)c(C)c1	3.9
SMILES	TTR transcr act
Cc1cc(C)n(CCC(=O)Nc2ccc3c(c2)OCCO3)n1	0.8
Cc1ccc(NS(=O)(=O)c2ccc3c(c2)c(=O)n(C)c(=O)n3C)cc1F	-1.7
Cc1ccc(S(=O)(=O)NCC(=O)NCC(=O)OCC(=O)NC(=O)NC(C)(C)C)cc1C	0.7
O=C(CSc1cccs1)Nc1ccc(Cl)cc1	-0.5
CSc1ccc(CNC(=O)Cc2ccc(NC(=O)C3=C(C)OCCS3)cc2)cc1	2.0
NC(=O)COC(=O)c1ccccc1Nc1ccc(SC(F)F)cc1	6.5
O=C(Nc1ccccc1N1CCOCC1)c1ccc(N2CCCC2=O)cc1	1.1
Cc1nn(-c2ccccc2)c(C)c1/C=N/n1c(-c2ccncc2)n[nH]c1=S	0.5
O=C(CCC(=O)c1cccs1)NCc1ccc(Cl)cc1	-4.6
OC(CNCCc1ccc(C(F)(F)F)cc1)COC(c1ccccc1)c1ccccc1 (stereo unspecified)	-1.5
COc1ccccc1/C=C/CN1CCSCC1	-0.9
Cc1nnsc1C(=O)N1CCN(c2ccc(C#N)cn2)CC1	3.8
COc1ccc(C(=O)OCC(=O)c2ccc3c(c2)NC(=O)CO3)cc1OC	1.2
CN(C)c1ccc(/C=C/c2ccc3c4ccccc4ccc3[n+]2-c2ccccc2)cc1	-5.5
COc1ccccc1CNC(=O)CCCc1nnc2n(C)c(=O)c3sccc3n12	-0.9
COc1ccc2c(c1)CCC(=O)[C@H](O)C[C@H](c1ccccc1)OC2=O	0.3
O=C(NCCCc1ccc(F)cc1)C1CCC(=O)N(CC2CCCCC2)C1 (stereo unspecified)	-1.6
Cc1cccc(C)c1-n1nnnc1S(=O)(=O)Cc1ccccc1Cl	0.0
CN(c1cccc(NC(=O)CSc2ccc(Cl)cc2)c1)S(C)(=O)=O	-2.0
O=C(CSc1nc2cc(Cl)ccc2s1)N1CCN(C(=O)c2ccco2)CC1	-2.4
Cc1cccc(OCC(=O)O/N=C(\N)c2ccc(Br)cc2)c1	-2.5
CN1CC(c2ccccc2)Oc2ccccc2C1=S (stereo unspecified)	1.8
COc1ccccc1Nc1nnc(C)c(=O)[nH]1	2.1
COc1ccc(Cn2c(C)nc3c(c2=O)c2nc4ccccc4nc2n3Cc2ccco2)cc1	7.1
CCCN(CCC)S(=O)(=O)c1ccc(C(=O)Nc2nnc(COC)o2)cc1	-1.2
SMILES	TTR transcr act
COc1ccccc1NS(=O)(=O)c1ccc(N/N=C/C=C/c2ccccc2[N+](=O)[O-])c([N+](=O)[O-])c1	3.1
NC1=NC(=O)C(CC(=O)Nc2ccc3c(c2)OCO3)S1 (stereo unspecified)	-0.5
COc1cc(OC)c(OC)cc1/C=C1\Oc2cc(OS(C)(=O)=O)ccc2C1=O	-1.0
CSc1ccc(/C=N/NC(=O)CNc2ccc3ccccc3c2)cc1	5.1
Cc1cccc(C)c1Nc1cn[nH]c1	0.6
Cc1nnc(SCc2ccccc2F)n1NCc1cccs1	0.8
COc1ccccc1C(=O)n1nc(-c2cccnc2)nc1N	-1.6
O=C(c1cccs1)N1CCN(C(=O)c2cn(-c3ccccc3)nc2-c2ccccc2)CC1	-1.1
COc1ccc(CCNC(=S)NCCc2ccc(OC)c(OC)c2)cc1OC	-1.2&-0.3
Cc1cc(=O)[nH]c(/N=C(\N)Nc2ccc3c(c2)OCCO3)n1	-0.9
O=C(c1cccs1)N(Cc1ccco1)c1nc(-c2ccc(F)cc2)cs1	-2.0
Cc1ccc(-c2cc(-c3n[nH]c(=S)o3)c3ccccc3n2)cc1	1.6
O=C(c1ccccc1Br)N1CCN(c2ccccc2)CC1	-2.1
CC(C)NC(=O)NS(=O)(=O)c1cnccc1N1CCCCC1	-1.3
C[C@H](NC(=O)[C@@H]1CCCN1C(=O)[C@@H]1CCCN1C(=O)c1cccc2ccccc12)c1ccccc1	0.2
COc1ccc(CN2CCNC(=O)C2CC(=O)NCCCn2cccn2)c(OC)c1 (stereo unspecified)	5.3
CC1(C)CC(=O)C=C(c2ccc(-c3cnc4ccccc4c3)cc2)C1=O	-3.5
COC(=O)CNC(=O)CCC(=O)N1CCN(C(c2ccccc2)c2ccccc2)CC1	-2.0
CC1CCCN(C(=O)CSc2nnc(-c3cccs3)o2)C1 (stereo unspecified)	-0.4
Cc1cccc(N2CCN(S(=O)(=O)c3ccc4c(c3)CCN4C(=O)CCC(=O)O)CC2)c1C	1.4
Cc1ccc(C(=O)NNC(=O)c2nn(-c3ccc(F)cc3)ccc2=O)cc1	-0.6
CCOc1ccc(-n2cc(C(=O)NCc3ccco3)c3cc(OC)c(OC)cc3c2=O)cc1	-2.8
Cc1ccc(C)c(Nc2nc3nonc3nc2N2CCOCC2)c1	5.2
Cc1cccc(OCC(=O)N2CCN(c3nnc(-c4ccccc4)c4ccccc34)CC2)c1	-3.9
Fc1ccc(CNc2ncnc3c2cnn3-c2ccccc2)cc1	1.2
SMILES	TTR transcr act
CCCCCC(=O)Nc1ccc2oc(-c3cccnc3)nc2c1	-1.8
Cn1cc(P(=O)(N2CCOCC2)N2CCOCC2)cc1P(=S)(N1CCOCC1)N1CCOCC1	-0.4
O=C(c1ccc(F)cc1)C(CN1CCOCC1)c1ccccc1 (stereo unspecified)	-7.0
Cc1ccc(S(=O)(=O)N(C)CC(=O)Nc2nnc(CC(C)C)s2)cc1	-2.4
FC(F)(F)C(Oc1nc(Nc2ccc(Cl)cc2)nc(N2CCOCC2)n1)C(F)(F)F	-3.1
CCOC(=O)N/N=C(/C)c1ccc(N2C(=O)C3CCCCC3C2=O)cc1 (stereo unspecified)	5.2
